N-glyco inh = N-linked glycosylation inhibition. D54 ERlucT glycosylation luciferase reporter, 24 h; percent of 100 nM tunicamycin response. reporter increase, % at 12.5 µM. 0.23% of 360,000 active. AID 588692;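 active = mean luciferase reporter signal, scaled so untreated is 0 and the glycosylation-blocking control 100, at or above a set limit in every replicate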;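 also: luciferase carries N-glycosylation sites so blocking glycosylation raises the light; 0% = median of neutral control wells and 100% = median of 100 nM tunicamycin wells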
MC4R antag cAMP = human MC4R antagonism in cAMP assay; P32245; MC4R-expressing cells, MTII-stimulated cAMP, LANCE TR-FRET; inhibition, % at 6.5 µM; 0.48% of 360,000 active; AID 540295;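 active = inhibition above its plate's cutoff, the mean of tested wells on that plate plus 3 SD, cut at about 29% in these data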;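 also: 0% = Melanotan II alone and 100% = Melanotan II plus saturating MCL0020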
Target sequence (P32245 whole entry, looked up): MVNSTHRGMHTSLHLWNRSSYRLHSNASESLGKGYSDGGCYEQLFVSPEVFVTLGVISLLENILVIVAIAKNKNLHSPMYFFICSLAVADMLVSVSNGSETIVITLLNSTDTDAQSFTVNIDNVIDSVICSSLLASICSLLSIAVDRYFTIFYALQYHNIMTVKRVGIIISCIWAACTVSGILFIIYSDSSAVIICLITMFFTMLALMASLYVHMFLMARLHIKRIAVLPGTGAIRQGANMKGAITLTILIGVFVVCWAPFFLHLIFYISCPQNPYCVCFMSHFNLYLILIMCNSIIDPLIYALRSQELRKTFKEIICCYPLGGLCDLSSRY
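Assay system: human MC4R-expressing U2OS cells; reagent: Melanotan II stimulation of cells; dosing: 6.5 µM single dose; timing: compound 30 min, challenge 1 h, detection 1 h; signal: TR-FRET cAMP assay; replicates: one well per compound, no replicates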
ABCB6 inh 2 = blocks the human ABCB6 transporter; K562-ABCB6 porphyrin accumulation, flow cytometry, 1 h; hits give low values; 0.19% of 360,000 active; fluorescence ratio to DMSO, % at 10 µM; AID 602162;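 active = fluorescence ratio to DMSO below 75%, the collection mean minus 3 SD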;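 also: signal is porphyrin accumulated inside mitochondria; 100% equals median channel fluorescence of DMSO control wells; lower ratio means ABCB6 inhibition with less porphyrin fluorescence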
ABHD5-PLIN5 inh = ABHD5-PLIN5 protein interaction inhibition; Split G. princeps luciferase complementation, luminescence, 4 h; 0.78% of 360,000 active; inhibition, % at 4 µM; AID 602281; Q00G26+Q8WTS1;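 active = inhibition above the mean inhibition across every tested compound plus 3 SD, cut at about 22% in these data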;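 also: 0% = DMSO only wells and the 100% control is not disclosed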
MC4R ag barr = human MC4R agonism via beta-arrestin; AID 540308; activation, % at 8.9 µM; P32245; 0.98% of 360,000 active; U2OS MC4R beta-arrestin complementation, luminescence; percent of melanotan II response, DMSO zero;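 active = activation above a per-plate cutoff, the mean activation of sample wells on that plate plus 3 SD, cut at about 8% in these data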
SRC2 inh = inhibits human steroid receptor coactivator 2 | Q15596 | HEK293 GAL4-SRC2 luciferase reporter, luminescence | inhibition, % at 9 µM | 0.17% of 370,000 active | AID 651957;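 active = inhibition above the mean inhibition of all tested compounds plus 3 SD, set per campaign, cut at about 52% in these data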;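 also: 0% = DMSO treated cells and 100% = cells given Gossypol at 36 µM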
TLR9-MyD88 block = inhibitors of human TLR9-MyD88 binding; Q9NR96+Q99836; inhibition, % at 4.98 µM; CHO BLA complementation TLR9-MyD88, CCF4 FRET ratio; AID 504734; 0.21% of 340,000 active;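 active = inhibition above the mean over all tested compounds plus 3 SD, cut at about 21% in these data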;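 also: 0% = DMSO only wells and 100% = clavulanate BLA inhibitor control wells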
NOD2-RIPK2 inh = inhibitors of human NOD2-RIPK2 interaction; O43353; CHO BLA complementation NOD2-RIPK2, CCF4 ratio; inhibition, % at 4.98 µM; 0.38% of 360,000 active; in the data active = inhibition above about 21%;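 also: 0% = vehicle only and 100% = reference blocker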
m5-HT2A agonist = agonists of mouse serotonin 5-HT2A receptor (HTR2A). P35363. CHO-K1 mHTR2A beta-arrestin complementation, luminescence; percent of 30 µM serotonin response. activation, % at 7.6 µM. 0.66% of 360,000 active. AID 624169;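 active = activation above a run cutoff, the mean activation of all tested compounds plus 3 SD, cut at about 14% in these data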;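 also: 0% = plate median of compound wells and 100% = 30 µM serotonin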
Target sequence (P35363 whole entry, looked up): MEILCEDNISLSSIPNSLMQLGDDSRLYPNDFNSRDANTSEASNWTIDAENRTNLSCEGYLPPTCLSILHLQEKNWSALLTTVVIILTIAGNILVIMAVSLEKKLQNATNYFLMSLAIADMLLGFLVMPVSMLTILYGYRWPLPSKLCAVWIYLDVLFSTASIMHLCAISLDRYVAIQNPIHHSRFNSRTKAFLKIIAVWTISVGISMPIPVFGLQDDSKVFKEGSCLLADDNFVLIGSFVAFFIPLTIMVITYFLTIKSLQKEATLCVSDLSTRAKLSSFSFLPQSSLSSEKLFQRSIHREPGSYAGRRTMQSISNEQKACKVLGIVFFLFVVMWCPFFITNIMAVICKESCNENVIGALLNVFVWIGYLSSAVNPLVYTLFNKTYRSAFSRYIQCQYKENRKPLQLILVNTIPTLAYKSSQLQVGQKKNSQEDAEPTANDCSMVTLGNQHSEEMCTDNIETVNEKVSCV
Cardio protect = myocardial damage modulation in H9c2 cells. AID 588492. H9c2 cardiomyocytes, H2O2 injury protection, ATPLite, 2 h. protection from H2O2 cell death, % at 20 µM. 0.63% of 360,000 active;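 active = compounds giving at least 50% protection of heart cells from peroxide-induced death in the single-dose screen, raw or plate-pattern-corrected value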;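 also: 0% = DMSO wells with peroxide and 100% = DMSO wells without peroxide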
Numbers without * were called inactive; . = no result given. An excerpt (hit frequency here may not be typical).

Below each compound – N-glyco inh	MC4R antag cAMP	ABCB6 inh 2	ABHD5-PLIN5 inh	MC4R ag barr	SRC2 inh	TLR9-MyD88 block	NOD2-RIPK2 inh	m5-HT2A agonist	Cardio protect
- O=C(NCCN1C(=O)S/C(=C/c2cccnc2)C1=O)C1CC(=O)N(Cc2ccccc2)C1 (configuration not stated)
    2	19	99	7	-0.5	8	-3	1	3	11
- Cn1nc(-c2ccc(N3CCN(CCO)CC3)c([N+](=O)[O-])c2)c2ccccc2c1=O
    2	-9	89	3	-1.8	-16	7	-3	-1	2
- Cc1cc(C)n2nc(C(=O)OCC(=O)N(C)CC(=O)Nc3ccccc3Cl)nc2n1
    0	8	107	5	-2.8	-5	2	2	2	-6
- CCOC(=O)c1cc2n(n1)C(C(F)(F)C(F)(F)F)CC(C)N2 (configuration not stated)
    1	-8	84	-1	3.0	4	8	-6	5	4
- CC(=O)c1ccc(NC(=S)Nc2cccc(S(=O)(=O)Nc3c(C)n(C)n(-c4ccccc4)c3=O)c2)cc1
    3	-8	102	-5	-1.7	14	-14	2	-3	8
- CCN(CC)C(=O)n1c(Cc2ccccc2)nc2ccccc21
    -2	0	93	8	-0.2	23	6	0	2	3
- Cc1ccc(CCNC(=O)C2CCCN(c3nc4ccccc4o3)C2)cc1 (configuration not stated)
    -2	5	79	-1	-1.6	-1	7	8	2	23
- CCOc1ccc(S(=O)(=O)N2CCOCC2)cc1NC(=O)CN1C(=O)NC(C)(c2ccccc2)C1=O (configuration not stated)
    0	3	102	11	-2.0	-3	0	-4	2	-1
- COc1ccc(N(Cc2cc3ccc(C)cc3[nH]c2=O)C(=O)C2CCCO2)cc1 (configuration not stated)
    0	-11	93	-3	1.6	-19	-13	-10	0	0
- O=C(NC(Cc1c[nH]c2ccccc12)c1nnc2n1CCCCC2)c1cccs1 (configuration not stated)
    3	4	98	0	0.0	5	-1	-7	5	0
- CCN(CC)S(=O)(=O)c1ccc(C)c(NC(=O)CNc2cccc(S(=O)(=O)N3CCOCC3)c2)c1
    1	5	96	3	-1.9	-11	-2	0	5	-2
- COC(=O)c1ccc(NC(=O)c2ccco2)cc1
    -4	1	93	2	0.3	-40	-6	-6	2	-7
- COc1ccccc1Nc1nc(=O)[nH]nc1C
    0	9	101	7	-0.3	10	3	6	2	0
- COc1ccc(N(CC(=O)NC2CCCC2)C(=O)CS(=O)CC(=O)Nc2ccc3c(c2)OCO3)cc1 (configuration not stated)
    0	9	98	2	-1.1	-10	13	-7	3	0
- COc1cc(S(=O)(=O)N(Cc2cccnc2)Cc2ccco2)ccc1-n1cnnn1
    -3	14	102	14	-2.7	-33	-2	9	-3	10
- Cc1nc(-c2coc3cc(OCC(=O)O)ccc3c2=O)cs1
    1	-3	97	4	2.2	3	-2	-7	4	-17
- C=C(CCO)C1=CCN(S(=O)C(C)(C)C)[C@H]1CCO (some centres not stated)
    3	-1	99	2	-0.1	16	-5	2	4	-8
- Cc1c(C(=O)N2CCCC2)c(S(=O)(=O)N2CCN(c3ccccc3F)CC2)c(C)n1C
    0	1	99	11	-2.9	-2	-3	0	9	4
- O=[N+]([O-])c1cccc(/C=N/NC2CCS(=O)(=O)C2)c1 (configuration not stated)
    2	4	96	-2	-1.2	-3	-6	-8	1	0
- CCN1CCN(CCNC(=O)CCCn2nc(C)c3c(C)n(-c4ccc(C)cc4)nc3c2=O)CC1
    4	16	95	-4	-1.4	7	-52	5	-4	-3

Reprinted from the part before: 4 compounds, followed by the next part.
Below each compound – N-glyco inh	MC4R antag cAMP	ABCB6 inh 2	ABHD5-PLIN5 inh	MC4R ag barr	SRC2 inh	TLR9-MyD88 block	NOD2-RIPK2 inh	m5-HT2A agonist	Cardio protect
- C=C(CCO)C1=CCN(S(=O)C(C)(C)C)[C@H]1CCO (some centres not stated)
    3	-1	99	2	-0.1	16	-5	2	4	-8
- Cc1c(C(=O)N2CCCC2)c(S(=O)(=O)N2CCN(c3ccccc3F)CC2)c(C)n1C
    0	1	99	11	-2.9	-2	-3	0	9	4
- O=[N+]([O-])c1cccc(/C=N/NC2CCS(=O)(=O)C2)c1 (configuration not stated)
    2	4	96	-2	-1.2	-3	-6	-8	1	0
- CCN1CCN(CCNC(=O)CCCn2nc(C)c3c(C)n(-c4ccc(C)cc4)nc3c2=O)CC1
    4	16	95	-4	-1.4	7	-52	5	-4	-3
- CC(C)c1cc(-c2cc(-c3ccc(Cl)cc3)on2)nc(NCC2CC2)n1
    1	11	100	-1	1.2	-10	-6	-14	-3	-9
- Cn1cccc1C(=O)NCCc1ccccc1
    -14	-2	91	13	0.2	-30	-3	2	6	9
- CC(C)NC(=O)Nc1cccc(Cl)c1
    1	-8	103	5	0.6	-2	-6	2	1	3
- Cc1cccc(CN2C(=O)c3ccccc3S(=O)(=O)c3ccc(C(=O)NCCCN4CCCC4)cc32)c1
    -3	0	102	13	-1.0	10	9	-9	-8	-5
- C#CCN1c2ccccc2Sc2cccnc21
    1	-3	106	0	-2.1	-52	3	-3	14	1
- O=C(CC1C(=O)NCCN1Cc1ccccc1C(F)(F)F)NCCc1ccccn1 (configuration not stated)
    1	15	105	-10	-2.5	-13	-2	5	0	2
- COc1ccc(NC(=O)COC(=O)c2c3c(nc4ccccc24)CCCC3)cc1Cl
    0	9	88	11	0.2	15	-4	-8	-1	-9
- O=C(Cn1sc2ccccc2c1=O)NC12CC3CC(CC(C3)C1)C2
    -3	10	101	59*	-1.7	.	21*	9	8	-35
- O=C(c1ccc(F)cc1)N1CCN(c2ccc([N+](=O)[O-])c(N3CCOCC3)c2)CC1
    1	10	101	2	-3.0	6	5	1	-3	2
- CCn1cc(/C=C(\NC(=O)c2cc(OC)c(OC)c(OC)c2)C(=O)N2CCOCC2)c2ccccc21
    2	10	91	-9	-2.5	0	-8	0	-5	6
- Cc1ccc(NC(=O)CSc2ncn[nH]2)cc1
    -3	4	89	3	-3.2	-30	4	-10	0	-1
- Cc1nc2c(C(F)(F)F)cccc2c2c1CCS2
    -2	-21	96	10	-1.5	-26	-6	-3	3	-7
- N#Cc1cc2cc3c(cc2nc1N1CCOCC1)OCO3
    4	5	91	1	0.0	2	-5	-2	2	8
- CC(=O)C1=C(O)C(=O)N(c2cc(C(C)(C)C)on2)C1c1ccc(C(C)C)cc1 (configuration not stated)
    0	0	95	-12	-0.7	.	2	-7	3	-3
- CC(=O)Nc1ccc2nc(NC(=O)CN3CCOCC3)sc2c1
    1	4	103	-3	1.6	-8	-7	3	-7	0
- C1=C(c2ccccc2)CCN(c2ncnc3nc[nH]c23)C1
    0	13	88	0	-0.4	8	2	6	-4	-2
- CNC(=O)CC(C(=O)O)c1ccc(OC(C)C)cc1 (configuration not stated)
    0	-6	106	0	-1.5	-3	1	-3	7	12
- CCN(CC)CCC(=O)c1ccc(F)cc1
    2	7	92	2	-0.7	-15	7	0	-1	-21
- CC(C)COC(=O)N(C)C[C@@H]1OCc2cnnn2CCCC(=O)N([C@@H](C)CO)C[C@@H]1C
    0	1	101	3	-0.5	3	1	-2	7	-1
- CC(C)C[C@@H](CN(C)N=O)N(C[C@H](Cc1ccccc1)N(CCc1ccccc1)N=O)N=O
    -9	5	101	0	-0.1	-26	-8	-5	-8	-11

Below each compound – N-glyco inh	MC4R antag cAMP	ABCB6 inh 2	ABHD5-PLIN5 inh	MC4R ag barr	SRC2 inh	TLR9-MyD88 block	NOD2-RIPK2 inh	m5-HT2A agonist	Cardio protect
- O=C(CNC(=O)c1cccs1)N/N=C/c1ccccc1[N+](=O)[O-]
    1	-7	97	-1	0.1	-21	-5	-6	-1	-2
- Cc1c(C)c(C)c(S(=O)(=O)NCCC(=O)N2CCN(Cc3ccc(C#N)cc3)CC2)c(C)c1C
    -3	3	96	10	-1.0	12	-7	-7	2	-2
- O=C(Nc1cccc(NC(=O)c2ccc(Cl)cc2Cl)c1)c1cccnc1
    -1	2	89	-2	-2.7	-1	-10	-1	5	-6
- CN1C(=O)Cc2cc(S(=O)(=O)Nc3ccc(N4CCOCC4)cc3)ccc21
    3	4	97	0	0.9	-15	-4	4	6	-4
- CCc1ccccc1N1CC(C(=O)Nc2cc(S(=O)(=O)N3CCCC3)ccc2Cl)CC1=O (configuration not stated)
    3	1	97	-9	-3.5	-17	4	0	-8	2
- CC(C)Cn1c(N)c(C(=O)COC(=O)C2CCCN2C(=O)c2cccs2)c(=O)n(C)c1=O (configuration not stated)
    2	14	89	5	1.6	-11	3	-2	10	16
- COc1ccc(Cl)cc1NC(=O)NCCN1CCCCC1
    3	11	101	2	-1.2	11	0	-1	-4	2
- CCOC(=O)CNC(=O)C1(c2ccccc2)CCCC1
    1	1	98	2	1.0	-8	-3	-6	0	-6
- Cc1cc(NS(=O)(=O)c2ccc(NC(=S)Nc3ccc(Cl)cc3C)cc2)no1
    -1	1	91	-7	-2.0	19	-4	-1	-1	-4
- O=C(CN1C(=O)C2C3C=CC(C3)C2C1=O)NC1CCCc2ccccc21 (configuration not stated)
    1	7	96	4	-0.4	-11	2	-1	7	-7
- O=C(COC(=O)c1cccs1)NCc1cccs1
    -1	16	102	5	-1.2	2	-1	-5	7	-1
- O=C(NC(c1ccccc1)c1ccc2ccccc2n1)C1CCN(Cc2cccc(C(F)(F)F)c2)CC1 (configuration not stated)
    -3	4	81	1	-2.7	-6	.	-6	-4	-5
- CCN(CC)CCNC(=O)c1cc(S(=O)(=O)N2CCc3ccccc32)cn1C
    -4	-2	102	5	-0.6	-15	5	2	0	2

Compound activity (PubChem BioAssay)
